Screening data: PubChem BioAssay, National Center for Advancing Translational Sciences (NCATS)
15-hLO-2 inh: qHTS Assay for Inhibitors of 15-hLO-2 (15-human lipoxygenase 2); Polyunsaturated fatty acid lipoxygenase ALOX15B (Homo sapiens), O15296; purified 15hLO-2, xylenol orange hydroperoxide absorbance; Potency, µM (top dose mostly 57.1 µM), for the others: at the top dose activity change, negative = inhibition, hits mostly inhibitors; hit rate 0.56% among 110,000; AID 881, 2007; also: potency is read from the fitted curve at half-maximal effect; nearly all actives have a fitted effect of over 60% in size; many of its hits are not listed in these tables
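Enzyme 50 nM, AA 45 uM, 25 mM Hepes pH 7.5 + 0.01% Triton X-100; cpd preinc 15 min RT, rxn 90 min RT; stop/detect with 200 uM XO + 300 uM Fe(II) in 50 mM H2SO4, 30 min; A573/A405.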
IMPase inh: qHTS Assay for Identifying the Cell-Membrane Permeable IMPase Inhibitors; Inositol monophosphatase 1 (Rattus norvegicus), P97697; AID 901, 2007; 120,000 tested, under 10 active; CHO-M1 cells, IP1 accumulation, HTRF TR-FRET ratio; inhibition (IP1 accumulation), % at 46.1 µM; active = well fitted curve in the direction sought with a large enough effect in the signal ratio, not every such curve was filed as active; inconclusive = small, poorly fitted or top-dose-only effect, or a change in a side signal; inactive = no such curve, though single readings can be large or run the other way; the % refers to the signal ratio;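 also: cells stimulated with carbachol in lithium chloride buffer; plate controls were DMSO basal wells for no effect and reference inhibitor wells for full effect; higher means more IMPase inhibition seen as more IP1 and lower FRET ratio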
Target sequence (P97697 whole entry, looked up): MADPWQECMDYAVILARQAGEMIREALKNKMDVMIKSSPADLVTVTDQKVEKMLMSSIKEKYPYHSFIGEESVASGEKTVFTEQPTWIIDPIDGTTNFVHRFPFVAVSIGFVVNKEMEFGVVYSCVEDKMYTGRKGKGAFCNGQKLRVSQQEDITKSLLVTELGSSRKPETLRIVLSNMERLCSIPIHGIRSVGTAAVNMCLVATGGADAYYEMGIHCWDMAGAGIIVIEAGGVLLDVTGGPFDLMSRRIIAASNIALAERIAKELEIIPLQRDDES
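Seeded CHO-M1 cells were dosed with compound at up to 46 uM, stimulated with carbachol for 30 min, then lysed in IP-One detection reagents. Higher IP1 lowers the TR-FRET signal.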
PNC inhibitor: High Content Assay for Compounds that inhibit the Assembly of the Perinucleolar Compartment | PC3M PTB-GFP, PNC prevalence imaging, 16 h; stronger effect = lower value | activity change (PNC), negative = inhibition, % at 10 µM | hit rate 3.1% among 140,000;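 active = readout at or below -70, meaning at least 70% loss of cells showing the perinucleolar compartment, a nuclear body marking cancer cells; inconclusive = readout between -30 and a set limit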;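 also: plate controls were DMSO wells for no effect and camptothecin positive control wells for full effect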
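Read-out is percentage of cells bearing a perinucleolar compartment, from automated 20x imaging of fixed, Hoechst-stained PC3M PTB-GFP cells. Cells were seeded 4 h, then exposed 16 h to compound (23 nl of library stock) in duplicate plates.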
12-hLO inh: qHTS Assay for Inhibitors of 12-hLO (12-human lipoxygenase). Polyunsaturated fatty acid lipoxygenase ALOX12 (Homo sapiens), P18054. purified 12-hLO, xylenol orange hydroperoxide absorbance. Potency, µM (highest dose often 57.1 µM), for the others: top-dose activity change, negative = inhibition, usual class: inhibitors. hit rate 0.12% among 150,000. AID 1452, 2008; also: potency is read from the fitted curve at half-maximal effect; nearly all actives have a fitted effect of over 55% in size; many of its hits are not listed in these tables
Target sequence (P18054 whole entry, looked up): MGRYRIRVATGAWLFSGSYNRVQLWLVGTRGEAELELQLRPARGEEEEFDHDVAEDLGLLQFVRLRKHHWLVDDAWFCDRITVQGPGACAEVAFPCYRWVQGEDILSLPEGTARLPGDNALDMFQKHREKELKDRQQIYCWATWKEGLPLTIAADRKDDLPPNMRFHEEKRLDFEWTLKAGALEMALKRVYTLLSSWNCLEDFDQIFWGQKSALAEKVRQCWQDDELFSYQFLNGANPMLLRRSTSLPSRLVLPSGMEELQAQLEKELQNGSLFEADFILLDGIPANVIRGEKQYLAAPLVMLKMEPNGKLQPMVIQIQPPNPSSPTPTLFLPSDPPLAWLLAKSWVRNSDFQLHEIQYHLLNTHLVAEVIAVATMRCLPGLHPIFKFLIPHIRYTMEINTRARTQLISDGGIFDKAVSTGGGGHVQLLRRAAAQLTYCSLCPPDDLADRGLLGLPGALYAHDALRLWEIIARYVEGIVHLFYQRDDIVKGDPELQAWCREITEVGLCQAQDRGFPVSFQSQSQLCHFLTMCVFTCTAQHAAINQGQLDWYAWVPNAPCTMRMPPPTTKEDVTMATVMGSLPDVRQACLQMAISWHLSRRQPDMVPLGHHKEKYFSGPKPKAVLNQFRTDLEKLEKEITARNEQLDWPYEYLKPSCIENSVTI
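Purified human 12hLO (150 nM final) was preincubated with compounds for 15 min at room temperature in 25 mM Hepes pH 7.0, 0.01% Triton X-100, then reacted with 40 uM arachidonic acid for 30 min. Hydroperoxide was detected with ferrous iron/xylenol orange.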
* = called active by the depositor; ? = inconclusive; / = no result given; [ ] = another dose, or the depositor's remark. Unless noted, calls follow the shape of the dose curve; as a rule, active = well fitted curve in the direction sought with a large enough effect; inconclusive = small, poorly fitted or top-dose-only effect, or another doubt; inactive = no such curve, though single readings can be large; an effect the other way counts as inactive or inconclusive. Unless noted, % is scaled to controls: 0 for no effect and ±100 for the full control effect. Some of the compounds tested (hit frequency here may not be typical).

Screens in order: 15-hLO-2 inh | IMPase inh | PNC inhibitor | 12-hLO inh
(1) COc1ccc(-c2nc(-c3cccc(C)c3)nc(N3CCN(C)CC3)c2C#N)cc1
    56%[activator] | 16 | 73 | -2%
(2) O=C(CCBr)N1CCN(C(=O)CCBr)CC1
    12% | / | / | 0%
(3) COc1ccccc1OCC(=O)NNC(=O)c1cnccn1
    -3% | 2 | 16 | -7%
(4) Cc1nc(CNS(=O)(=O)c2ccc3c(c2)OCCO3)cs1
    -9% | 1 | 21 | -3%
(5) CCCNC(=O)COC(=O)/C=C/c1ccco1
    / | 1 | 47 | -3%
(6) Cn1c(=O)oc2cc(S(=O)(=O)NCCN3CCN(c4ccccc4F)CC3)ccc21
    0% | 0 | ? | 4%
(7) CCC(C)n1c(SCC(=O)Nc2ccccc2C(F)(F)F)nc2ccsc2c1=O (stereo not drawn)
    -6% | 10 | ? | -9%
(8) COc1ccc(C(=O)Nc2cc(C)c3c(=O)oc4ccccc4c3n2)cc1
    -6% | -4 | -12 | -1%
(9) COc1cc(C2CC(=O)N3CN(Cc4ccccc4)CSC3=C2C#N)ccc1OCc1ccccc1 (stereo not drawn)
    ? | 1 | 8 | -17%
(10) O=C(NC1(C(F)(F)F)NC(=O)N(CC2CCCCC2)C1=O)c1ccco1 (stereo not drawn)
    -4% | 11 | 8 | -2%
(11) COc1ccc(/C=C/C(=O)NC(=S)Nc2ccc(S(=O)(=O)Nc3nccnc3OC)cc2)cc1
    / | / | -1 | 6%
(12) COC(=O)C(NNc1ccccc1C)(NC(=O)c1ccc(F)cc1)C(F)(F)F (stereo not drawn)
    ? | 1 | -6 | -18%
(13) O=C(COC(=O)CCCN1C(=O)c2ccccc2C1=O)Nc1ncc(Cl)cc1Cl
    -6% | 5 | -100* | -11%
(14) CCOC(=O)C1=C(C)NC2=C(C(=O)C(C(=O)OCC)C(c3ccco3)C2)C1c1ccccn1 (stereo not drawn)
    -8% | 1 | 5 | -4%
(15) CC(=O)Nc1cccc(Oc2cnc3ccccc3n2)c1
    / | -1 | 59 | 2%

New compounds follow
Screens in order: 15-hLO-2 inh | IMPase inh | PNC inhibitor | 12-hLO inh
(16) Cc1cccc(C(=O)NNC(=O)c2cc3cc4ccccc4nc3s2)c1
    -4% | 2 | 14 | 5%
(17) Cn1ccnc1SCC(=O)c1ccc(Br)cc1
    -17% | 7 | 19 | ?
(18) CCOC(=O)c1c(NC(=O)COC(=O)CNC(=O)c2ccco2)sc(C(C)=O)c1C
    / | / | 48 | -1%
(19) CN1C(=O)CC(N2CCN(c3ccccn3)CC2)C1=O (stereo not drawn)
    -9% | -10 | 35 | 8%
(20) N#Cc1c(NC(=O)c2ccccc2Cl)n(Cc2ccccc2)c2nc3ccccc3nc12
    / | 0 | ? | -1%
(21) CCCn1c(SCC(=O)Nc2cccc(C(=O)OC)c2)nnc1-c1cccnc1
    2% | 13 | 30 | 7%
(22) O=C(Cc1ccc(-n2cccc2)cc1)N1CCN(c2ccccc2F)CC1
    7% | 6 | 10 | -4%
(23) CCOC(=O)c1c(-c2cccs2)csc1NC(=O)COC(=O)c1c(C)noc1C
    -5% | 4 | ? | 6%
(24) Cc1cc(Nc2ccc(C(=O)O)cc2)n2nc(C)nc2n1
    -1% | ? | ? | 0%
(25) CC1CCC2C(C1)c1sc(=O)[nH]c1SC2(C)C (stereo not drawn)
    -22% | 1 | 38 | -14%
(26) O=C(Nc1cc(F)cc(F)c1)c1sc(Cl)nc1-c1ccccc1
    / | / | 12 | -3%
(27) O=C(N/N=C/c1cn(-c2ccccc2)nc1-c1ccc(F)cc1)c1ccc(Br)o1
    3% | 21 | 1 | -4%
(28) COc1ccc(OCCCC(=O)Nc2ccc(N3CCCCC3)cc2)cc1
    / | / | -13 | -1%
(29) CC12CCCC(O)(C1)C1CC(C)(C)C1CC2 (stereo not drawn)
    7% | / | / | 8%
(30) COc1cc(Cl)c(S(=O)(=O)N2CC(C)OC(C)C2)cc1Cl (stereo not drawn)
    2% | 2 | ? | -5%

The listing continues.
Screens in order: 15-hLO-2 inh | IMPase inh | PNC inhibitor | 12-hLO inh
(31) COCC(C)n1c(SCC(=O)NNC(=O)c2ccc(F)cc2)nc2ccccc2c1=O (stereo not drawn)
    / | 11 | -94* | -2%
(32) CCOC(=O)C1CCCN(C(=O)c2cc(Nc3ccc(OC)cc3)nc3ccccc23)C1 (stereo not drawn)
    28% | 24 | -3 | -10%
(33) CCCCC1(CC)C(=O)NC(=O)NC1=Nc1ccc(OC)cc1 (stereo not drawn)
    -5% | 11 | 28 | -4%
(34) CSc1nnc(C)c(/C=C/Nc2ccc(Cl)cc2)n1
    / | 0 | 9 | -18%
(35) COc1ccc(C(CC(=O)O)NC(=O)COc2ccccc2)cc1OC (stereo not drawn)
    -3% | -2 | 34 | -1%
(36) COc1ccc(-n2c(=O)cc(N3CCCCCC3)[nH]c2=O)cc1
    14% | -19 | 21 | -5%
(37) Cc1cc(C)cc(-n2nnc(C(=O)NCc3ccco3)c2N)c1
    / | 9 | 22 | 1%
(38) O=S(=O)(Nc1cccnc1)c1cc(Cl)ccc1Cl
    4% | 3 | 10 | 3%
(39) O=[N+]([O-])c1ccc2c(c1)C(N1CCOCC1)/C(=C/COc1ccc(Cl)cc1Cl)O2 (stereo not drawn)
    1% | 9 | -21 | 3%
(40) Cc1cc(C)c(C(=O)/C=C/C=C/c2ccccc2)c(=O)[nH]1
    / | / | -2 | -2%
(41) CS(=O)(=O)N1CCC(C(=O)N2CCC(Cc3ccccc3)CC2)CC1
    9% | -16 | 16 | 0%
(42) O=C(CCc1ccccc1)Nc1ccc(N2CCCCC2)cc1
    / | / | -14 | 2%
(43) CCOC(=O)c1sc(=S)n(C)c1N
    0% | 1 | ? | -6%
(44) Cc1cc(=O)oc(C)c1C(=O)N1CCN(C(c2ccccc2)c2ccccc2)CC1
    -3% | 8 | -9 | -2%
(45) COc1ccc(/C=N/n2c(SC)nnc(C(C)(C)C)c2=O)c(OC)c1
    -6% | 0 | -20 | 1%

From no. 1 up to 14, copied from above:
Screens in order: 15-hLO-2 inh | IMPase inh | PNC inhibitor | 12-hLO inh
(1) COc1ccc(-c2nc(-c3cccc(C)c3)nc(N3CCN(C)CC3)c2C#N)cc1
    56%[activator] | 16 | 73 | -2%
(2) O=C(CCBr)N1CCN(C(=O)CCBr)CC1
    12% | / | / | 0%
(3) COc1ccccc1OCC(=O)NNC(=O)c1cnccn1
    -3% | 2 | 16 | -7%
(4) Cc1nc(CNS(=O)(=O)c2ccc3c(c2)OCCO3)cs1
    -9% | 1 | 21 | -3%
(5) CCCNC(=O)COC(=O)/C=C/c1ccco1
    / | 1 | 47 | -3%
(6) Cn1c(=O)oc2cc(S(=O)(=O)NCCN3CCN(c4ccccc4F)CC3)ccc21
    0% | 0 | ? | 4%
(7) CCC(C)n1c(SCC(=O)Nc2ccccc2C(F)(F)F)nc2ccsc2c1=O (stereo not drawn)
    -6% | 10 | ? | -9%
(8) COc1ccc(C(=O)Nc2cc(C)c3c(=O)oc4ccccc4c3n2)cc1
    -6% | -4 | -12 | -1%
(9) COc1cc(C2CC(=O)N3CN(Cc4ccccc4)CSC3=C2C#N)ccc1OCc1ccccc1 (stereo not drawn)
    ? | 1 | 8 | -17%
(10) O=C(NC1(C(F)(F)F)NC(=O)N(CC2CCCCC2)C1=O)c1ccco1 (stereo not drawn)
    -4% | 11 | 8 | -2%
(11) COc1ccc(/C=C/C(=O)NC(=S)Nc2ccc(S(=O)(=O)Nc3nccnc3OC)cc2)cc1
    / | / | -1 | 6%
(12) COC(=O)C(NNc1ccccc1C)(NC(=O)c1ccc(F)cc1)C(F)(F)F (stereo not drawn)
    ? | 1 | -6 | -18%
(13) O=C(COC(=O)CCCN1C(=O)c2ccccc2C1=O)Nc1ncc(Cl)cc1Cl
    -6% | 5 | -100* | -11%
(14) CCOC(=O)C1=C(C)NC2=C(C(=O)C(C(=O)OCC)C(c3ccco3)C2)C1c1ccccn1 (stereo not drawn)
    -8% | 1 | 5 | -4%

Carrying on:
Screens in order: 15-hLO-2 inh | IMPase inh | PNC inhibitor | 12-hLO inh
(46) CCCNC(=O)NC(=O)COc1ccc2oc3ccccc3c2c1
    1% | ? | -24 | 7%
(47) COc1ccccc1N1CCN(Cc2nc(N)nc(Nc3ccc(C)cc3)n2)CC1
    50%[activator] | 12 | -3 | 10%
(48) COc1ccc(C(=O)O)cc1Nc1cc(C)nc2ncnn12
    4% | 5 | 9 | -1%
(49) C[N+](C)(C)CCCCCCCCCC[N+](C)(C)C
    15%[25.6 µM] | -1[20.6 µM] | -5 | -1%
(50) Cc1cc(C)nc(SCC(=O)N/N=C/C=C/c2ccccc2)n1
    / | / | ? | 11%
(51) C=CCn1c(SCC(=O)NC(C)(C)C)nnc1-c1ccccc1O
    -6% | -7 | 66 | 4%
(52) OCc1nc2ccccc2n1C/C=C/c1ccccc1
    28% | -3 | ? | -7%
(53) COC(=O)c1[nH]c2cc(OC)ccc2c1NC(=O)c1nonc1C
    -6% | 7 | ? | -8%
(54) CC1(C)CC(=O)C(C(C2=C(O)CC(C)(C)CC2=O)c2cccc(O)c2)C(=O)C1 (stereo not drawn)
    -14% | 1 | 40 | -11%
(55) COC(=O)c1ccccc1NC(=O)c1ccc2c(c1)OCCO2
    0% | 4 | 28 | -4%
(56) CCCNC(=O)c1cn(CC)c2cc(N3CCN(C)CC3)c(F)cc2c1=O
    8% | -2 | 8 | -6%
(57) Cc1cccc(C(=O)O)c1O
    -2% | / | / | -2%
(58) Cc1cccc(/C(N)=N/OC(=O)N2CCOCC2)c1
    26% | 0 | 9 | 2%
(59) COc1ccc(NCc2ccc([N+](=O)[O-])s2)cc1
    / | / | 26 | -1%
(60) O=C(Oc1ccc2c3c(c(=O)oc2c1)CCC3)c1ccccc1[N+](=O)[O-]
    / | -9 | ? | -4%

New compounds follow:
Screens in order: 15-hLO-2 inh | IMPase inh | PNC inhibitor | 12-hLO inh
(61) CCOc1ccc(S(=O)(=O)N(CC(=O)N2CCc3ccccc32)Cc2ccco2)cc1
    -11% | 7 | -10 | -2%
(62) Cc1ccc(S(=O)(=O)N2CCC(=O)N(CCOCc3ccc(F)cc3)CC2)cc1
    / | / | 41 | -3%
(63) CCCOc1ccc(C(=O)N2CCN(c3ccc(N)cc3Cl)CC2)cc1
    -12% | 3 | ? | 0%
(64) COc1cc(-c2cc(C(=O)NN3CCN(C)CC3)c3ccccc3n2)cc(OC)c1OC
    / | / | -8 | -3%
(65) O=C(CCCCn1c(=O)[nH]c2ccccc2c1=O)NCc1ccc2c(c1)OCO2
    7% | 4 | 17 | -14%
(66) Cc1ccc(S(=O)(=O)Nc2nc3ccccc3nc2NCc2ccco2)cc1C
    -1% | -17 | 10 | -5%
(67) Cc1c(C(=O)N/N=C/C(C)C)[nH]c2c([N+](=O)[O-])cccc12
    / | -5 | 6 | 0%
(68) Cc1ccc2nc(C(F)(F)F)c(C#N)c(N)c2c1
    4% | -14 | -22 | -8%
(69) CC1CC(C)CN(C/C=C/c2ccccc2[N+](=O)[O-])C1 (stereo not drawn)
    3% | 2 | 43 | 2%
(70) O=C(COc1ccc(-c2ccccc2)cc1)N1CCN(S(=O)(=O)Cc2ccccc2)CC1
    -1% | 7 | -21 | 0%
(71) COC(=O)c1c(NC(=O)COC(=O)c2ccccc2O)sc2c1CCCCC2
    / | / | 33 | -1%
(72) O=C(Nc1ccccc1)c1ccc(CSc2ccccn2)cc1
    -13% | 7 | -11 | -5%
(73) Cc1ccc(NC(=O)COc2ncnc3ccccc23)cc1S(=O)(=O)N1CCOCC1
    / | / | 6 | 0%
(74) O=C(CSc1nnc(-c2ccccc2)n1Cc1ccccc1)NNC(=O)c1ccccc1O
    / | / | -7 | -2%
